Source: PubChem (National Center for Advancing Translational Sciences (NCATS))
12-LOX inh = ALOX12 (human) lipoxygenase inhibition. P18054. purified 12hLO, xylenol orange hydroperoxide absorbance. Potency, µM (doses to about 108 µM), for the others: at the top dose activity change, negative = inhibition, usual class: inhibitors. hit rate 1.1% among 580,000; active = well fitted inhibition curve with a large enough effect; inconclusive = small, poorly fitted or top-dose-only effect, or another doubt; inactive = no such curve, though single readings can be large or run the other way
Target sequence (P18054 whole entry, looked up): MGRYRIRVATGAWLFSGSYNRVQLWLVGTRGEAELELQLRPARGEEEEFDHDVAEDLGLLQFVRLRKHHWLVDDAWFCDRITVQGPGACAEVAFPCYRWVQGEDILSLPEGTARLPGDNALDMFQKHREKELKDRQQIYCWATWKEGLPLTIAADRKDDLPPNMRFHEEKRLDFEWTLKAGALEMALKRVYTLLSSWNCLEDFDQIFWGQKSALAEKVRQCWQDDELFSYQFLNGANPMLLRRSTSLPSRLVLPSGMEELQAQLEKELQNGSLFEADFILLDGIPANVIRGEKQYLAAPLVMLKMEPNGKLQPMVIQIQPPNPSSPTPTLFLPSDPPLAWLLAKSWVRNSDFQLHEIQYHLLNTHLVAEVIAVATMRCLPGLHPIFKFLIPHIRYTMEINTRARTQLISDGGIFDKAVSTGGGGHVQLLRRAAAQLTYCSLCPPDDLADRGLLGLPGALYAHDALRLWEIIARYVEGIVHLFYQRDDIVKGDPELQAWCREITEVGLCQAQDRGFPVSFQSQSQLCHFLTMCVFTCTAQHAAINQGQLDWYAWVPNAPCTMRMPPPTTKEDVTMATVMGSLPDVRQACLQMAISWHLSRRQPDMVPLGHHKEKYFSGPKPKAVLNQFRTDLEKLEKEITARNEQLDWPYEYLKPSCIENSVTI
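Purified human 12hLO at 150 nM in 25 mM Hepes, 0.01% Triton X-100, pH 7.0, preincubated 15 min at room temperature with compound. Reaction started with 40 uM arachidonic acid, 30 min at room temperature. Hydroperoxide measured by Fe-xylenol orange, 573/405 nm absorbance ratio.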
Numbers without * were called inactive; ? = inconclusive; & = joins results of further samples; [ ] = remark or other dose. % is set by controls: 0 for no effect and ±100 for the full control effect; potency is the fitted concentration of half-maximal effect. An excerpt. The share of hits here may be higher or lower than overall.

SMILES	12-LOX inh
CCN1C(=O)COc2ccc(-c3nc(NC(=O)c4ccccc4)sc3C)cc21	?
CC[C@H]1CN(S(=O)(=O)c2ccc(OC)cc2)CC[C@H]1CC(=O)Nc1ccccc1	54%[activator][176 µM]
CC(C)Sc1nnc(COc2ccc(Cl)cc2)n1C	21%
CN(C)C(=O)c1ccc(CNC(=O)c2nccnc2N)cc1	-8%
Cc1oc2cc(OC(=O)C3CC3)ccc2c(=O)c1-c1ccc(Cl)cc1	2%
CCc1noc(-c2ccn3c(CNC(=O)C(CC)c4ccccc4)nnc3c2)n1 (stereo not given)	34%[activator]
CCCc1cc(=O)oc2c(C)c(OC(C)C(=O)NCCCn3ccnc3)ccc12 (stereo not given)	64%[activator]
COc1ccc(OCCNC(=O)c2ccc3c(c2)NC(=O)CS3)cc1	?
Cc1ccc(C(=O)N2CCCC3(C2)NC(=O)c2ccccc2O3)cc1 (stereo not given)	21%
Cn1cnc2c1c(=O)n(CC(=O)Nc1ccc3c(c1)OC1(CCCC1)O3)c(=O)n2C	-3%
O=C(NCC1Cn2cccc2C(=O)N1Cc1ccccc1)C1CCCC1 (stereo not given)	-1%
O=C(Nc1ccccc1-n1cncn1)C1CCCCC1	?
Cc1ccc(CNC(=O)c2ccc3c(c2)CN(Cc2scnc2C)CCO3)cc1	23%
Cc1cccc(-c2noc([C@@H]3Cc4nc[nH]c4CN3Cc3ccc(C(=O)O)cc3)n2)c1	94%[activator][176 µM]
CCCS(=O)(=O)NC(=O)C1(C)CCCN(C(=O)COCc2ccccc2)C1 (stereo not given)	-13%
O=C1CCC(C(=O)N2CCc3nc(-c4cccc(F)c4)[nH]c3C2)NC(=O)N1 (stereo not given)	4%
O=C1N(CC2CC2)CCCC1(O)CNCc1cc(F)cc(F)c1 (stereo not given)	74%[activator]
CCCc1ccc(C(=O)N2C[C@@H](CN(C)C)[C@@H](CO)C2)cc1	22%
O=C(O)C(C(=O)/C=C/c1ccc(Cl)cc1)=C1SCCS1	?
Cc1ccc2cc(CNC[C@H]3O[C@@H](n4cc(C)c(=O)[nH]c4=O)C[C@@H]3O)c(N3CCOCC3)nc2c1	-9%
NCCn1cc(C(=O)N2CCCC(c3[nH]ncc3Cc3ccccc3)C2)nn1 (stereo not given)	?
Cc1noc(C)c1CC(=O)N1CCc2ncnc(N3CCCC3)c2CC1	32%[activator]
CS(=O)(=O)Oc1ccc2c(=O)c(-c3ccc(Cl)cc3)c(C(F)(F)F)oc2c1	?
Cc1c(C(=O)N2CCN(Cc3nccn3C)CC2)oc2c(F)cccc12	-3%

Individual results from above.
Under 12-LOX inh, Cc1cccc(-c2noc([C@@H]3Cc4nc[nH]c4CN3Cc3ccc(C(=O)O)cc3)n2)c1 has the entry 94%[activator][176 µM]
Under 12-LOX inh, Cc1ccc2cc(CNC[C@H]3O[C@@H](n4cc(C)c(=O)[nH]c4=O)C[C@@H]3O)c(N3CCOCC3)nc2c1 has the entry -9%

Further records:
SMILES	12-LOX inh
O=C(c1cccc(F)c1F)N1CCOc2ccc(CN3CCN(Cc4ccccn4)CC3)cc2C1	3%
COC(=O)c1ccc2nc(CO[C@H]3CN(Cc4cn(C)c5ccccc45)C[C@H]3F)[nH]c2c1	72%[activator]
CC(C)NC(=O)c1cc(-c2ccc(S(C)(=O)=O)cc2)c2cnn(C)c2n1	4%[6.33 µM]
CN(C)C(=O)N1CCc2nc(C3CC3)nc(-c3ccc(Cl)cc3)c2C1	?
C/C(=N/Nc1ccccc1C(F)(F)F)c1ccc(Cl)cc1Cl	?
Cc1ccc(C)c(NC(=O)C(Sc2ccc(S(=O)(=O)N3CCCC3)cn2)c2ccccc2)c1 (stereo not given)	-16%
CCCCNC(=O)C1c2ccccc2C(=O)N(Cc2ccccc2)C12CCCC2 (stereo not given)	14%
CCN(CC)C(=O)C1=C(C)N(Cc2ccc(C(C)(C)C)cc2)C(=O)C(CC(=O)NCCCN(C)C)C1 (stereo not given)	?
CC(=O)N1CCC(C(=O)NCCC2=CCCCC2)CC1	18%
Cn1cc(CN2CCCC23CCN(c2ccc(C(F)(F)F)cn2)CC3)cc1C#N	116%[activator]
O=C(c1ccncc1)N(Cc1cccs1)C1CC1	-7%
CCNC(=O)C(C)NC(=O)c1ccc(OC)c(S(=O)(=O)N(C)C)c1 (stereo not given)	11%
CCOC(=O)C1=C(N)Oc2c(oc(CO)cc2=O)C1c1ccccc1F (stereo not given)	-2%
COC(=O)c1ccc2c(c1)nc1n2[C@@H](CNCc2ccc(S(C)(=O)=O)cc2)COC1	?
O=C(CCn1ccn2nc3c(c2c1=O)CCCC3)Nc1ccccc1Br	23%
Cc1cc(=O)n(CC(=O)N2CCCCC2C)c(-c2ccccc2)n1 (stereo not given)	-9%
O=C(NCC1(COc2ccc(C(F)(F)F)cn2)C[C@@H](O)[C@@H](O)C1)C1CC1 (stereo not given in full)	102%[activator][176 µM]
O/N=C/c1cccc(OCc2ccc(F)cc2)c1	0%
Cc1cccc(C2(C(=O)C(C#N)C(=O)Nc3ccccc3F)CC2)c1 (stereo not given)	-3%
COc1ccc2[nH]c(=O)c(COC(=O)c3ccccc3F)cc2c1	-9%
CCOc1ccc(C(=O)N2CCC3(CC2)NC(=O)N(Cc2ccc(F)cc2)C3=O)cc1	-6%
CC(CC(=O)Nc1ccc2c(c1)c(=O)n(C)n2-c1ccc2ccccc2c1)C(F)(F)F (stereo not given)	0%
N#Cc1ccc(CN2CCC3(CC2)CN[S+](=O)([O-])c2ccccc2N3)cc1	3%
Cc1ccc(C)c(N2CCN(C(=O)CCS(=O)(=O)c3cc4c5c(c3)CCN5C(=O)CC4)CC2)c1	-15%
CCN1CCN(CCNC(=O)CCC[C@H]2NC[C@@H]3C[C@H]2CN(Cc2ccccc2)C3)CC1	?
COc1ccc(NC(=O)N(C)C[C@H]2OCCCC[C@@H](C)Oc3ccc(N(C)C)cc3C(=O)N([C@H](C)CO)C[C@@H]2C)cc1	?
Cc1cc(C)nc(NS(=O)(=O)c2ccc(NC(=O)c3ccccc3Br)cc2)n1	-15%
CCOc1ccc(CCN2C(=O)C3(CCOCC3)CC2c2nnnn2CCOC)cc1 (stereo not given)	3%
CC(C)COC(=O)N(C)C[C@H]1OCc2cnnn2CCCC(=O)N([C@H](C)CO)C[C@@H]1C	-5%
O=C(CCc1nc(CS(=O)(=O)c2ccc(F)cc2)no1)NCCc1ccccc1Cl	3%
COc1cc2c(cc1C(=O)N1CCC3(CC1)c1nc[nH]c1CCN3C)CCC2	11%
C[C@@H]1CN([C@H](C)CO)C(=O)CCCn2cc(nn2)CO[C@H]1CN(C)C(=O)Nc1ccc2c(c1)OCO2	-2%
Cc1cc(C(=O)N2CCCC(Cc3nc(C4CCOCC4)no3)C2)nn1C (stereo not given)	20%
CC(C)C(=O)Nc1ccc(NC(=O)C(Cl)(Cl)Cl)cc1	-6%
Cc1ccccc1S(=O)(=O)N1C[C@H]2[C@H]3C(=O)N(c4ccccc4)C(=O)[C@H]3CC(=O)[C@H]2[C@@H]1c1ccc(Cl)cc1	?
CCN(CC)C(CNC(=O)/C=C/c1cccs1)c1ccccc1 (stereo not given)	?

6 records picked at random from those above:
SMILES	12-LOX inh
CCN1CCN(CCNC(=O)CCC[C@H]2NC[C@@H]3C[C@H]2CN(Cc2ccccc2)C3)CC1	?
Cc1cc(C)nc(NS(=O)(=O)c2ccc(NC(=O)c3ccccc3Br)cc2)n1	-15%
Cc1ccccc1S(=O)(=O)N1C[C@H]2[C@H]3C(=O)N(c4ccccc4)C(=O)[C@H]3CC(=O)[C@H]2[C@@H]1c1ccc(Cl)cc1	?
CC(C)C(=O)Nc1ccc(NC(=O)C(Cl)(Cl)Cl)cc1	-6%
O=C(CCc1nc(CS(=O)(=O)c2ccc(F)cc2)no1)NCCc1ccccc1Cl	3%
CC(C)COC(=O)N(C)C[C@H]1OCc2cnnn2CCCC(=O)N([C@H](C)CO)C[C@@H]1C	-5%

The list goes on:
SMILES	12-LOX inh
O=C1CCCN1CCCN1C(=O)[C@H]2CN(Cc3ccccc3C(F)(F)F)C[C@H]2C1=O	41%[activator]
Cc1ccc2ccccc2c1NC(=O)CNCc1ccccc1	2%
COC(=O)[C@H](Cc1ccccc1)N1C[C@@H](N2CCC[C@H]2C)CS1(=O)=O	3%
COCCCN1C(=O)C(CC(=O)NCc2cccc3ccccc23)CC(C(=O)N2CCCCCC2)=C1C (stereo not given)	-2%
O=S(=O)(c1ccc2c(c1)OCCO2)c1nc(-c2ccco2)oc1NCCCN1CCOCC1	?
Fc1ccc(CNC2(Cc3cc(-c4ccccc4)on3)COC2)cc1	27%[176 µM]
c1cnc(N2CCCCC2)c(CNCC2CNc3ccnn3C2)c1 (stereo not given)	21%
COc1cccc(CN2CCOC3CCN(Cc4ccc(F)cc4F)CC3C2=O)c1 (stereo not given)	-12%[176 µM]
COc1ccc(C(=O)Nc2ccc([C@@H](O)[C@H]3COCC(=O)N3Cc3ccccc3F)cc2)cc1	?
COc1ccc(C(=O)N2C[C@@H]3CCCN4CCC[C@@H]([C@H]34)[C@H]2CCCC(=O)NCc2ccccc2)cc1	-4%
CS(=O)(=O)N1CCCC(c2nc3ccccc3o2)C1 (stereo not given)	26%
CCCCN1C(=O)[C@@H]2C[C@@H](O)CN2C2(CN(Cc3ccc(NC(C)=O)cc3)C2)C1=O	12%[176 µM]
COc1cccc(NC(=O)C2=NO[C@@H]3CN(Cc4ccc(F)cc4)C[C@H]23)c1	-1%[176 µM]
CC(C)c1nnc(NC(=O)c2cc(=O)c3cc(Cl)cc(Cl)c3o2)s1	10%
O=C(N[C@@H]1CCC[C@@H]1C(=O)NCCc1cccs1)c1ccncc1	3%
COCCc1nncn1C1CCN(S(=O)(=O)c2ccc(F)c(Cl)c2)CC1	38%[activator]
c1csc(CNc2nc(CN3CCCC(c4nc5ccccc5o4)C3)nc3ccccc23)c1 (stereo not given)	17%
COc1ccc(NC(=O)O[C@@H]2CC[C@]3(C)C(CC[C@@H](O)[C@H]3CC(=O)N3CCC[C@H]3CO)[C@]2(C)CO)cc1 (stereo not given in full)	17%
O/N=C1\CCCc2c1nc(-c1ccc(F)cc1)n2O	?
Cc1ccc(N2CCN(C(=O)C3CCCN(c4cnn(Cc5ccccc5)c(=O)c4)C3)CC2)cc1 (stereo not given)	-15%
COC1C(=O)N(C2CCNCC2)C12CCOCC2 (stereo not given)	40%[activator]
O=C(/C=C/c1cnc2ccccc2n1)NCc1ccccn1	81%[activator]
Cc1cc(C)cc(C(=O)NCC(=O)N2CCCC2c2ccccc2)c1 (stereo not given)	?
COc1cccc([S+](=O)([O-])N2CCCC(c3nnc4n3C(C(=O)O)CC4)C2)c1 (stereo not given)	1%[6.33 µM]
CN(Cc1ccccc1)C(=O)c1ccc(Nc2nc(C(N)COCc3ccccc3)cs2)nc1 (stereo not given)	1%
COC(=O)[C@@H]1CCCN1C(=O)c1c(OC)cc(=O)n2c1CCN(Cc1ccc3nsnc3c1)CC2	-5%
CCN(C(=O)c1cc2c(s1)CCC2)C1CC1	49%[activator]
Cn1nc(C(=O)NC2CCCCCCC2)c(Cl)c1C(F)(F)F	3%
CN(Cc1ccc(-c2ccccc2)cc1)C(=O)Nc1ccccc1	?
Brc1ccccc1OCc1noc(-c2ccco2)n1	69%[activator]
O=C(COC(=O)c1ccccc1Cl)NCc1cccs1	-5%
O=c1[nH]ccn1C1CCN(Cc2ccccc2)CC1	0%[176 µM]
O=C(c1cnc2c(c1)N(C(=O)CCc1ccccc1)CCC2)N1CCN(Cc2ccccc2)CC1	17%
Cc1cccc(OCC(=O)Nc2ccc(C(=O)Nc3ccccc3C(=O)O)cc2)c1	-28%&-15%
COc1ccccc1CN1C[C@@H]2C[C@H]1C(=O)Nc1ccccc1O2	14%[176 µM]
COc1ccc(C(C)NC(=O)CCc2ncc(-c3ccccc3)o2)cc1F (stereo not given)	-1%
COc1ccc(CNC(=O)COCC(=O)N2CCN(c3ccccc3)CC2)cc1	4%
CC(C)[C@H](NC(=O)C12CC3CC(CC(C3)C1)C2)C(=O)O	56µM*
Cc1ncoc1C(=O)N1C[C@H]2OC(=O)N(CCc3cccc(Cl)c3)[C@H]2C1	27%
COC(=O)c1ccc(NC(=O)c2nc3ccccc3n(C)c2=O)cc1	-7%
Cc1ccc(S(=O)(=O)N2C[C@H]3[C@H]4C(=O)N(Cc5ccccc5)C(=O)[C@H]4CC(=O)[C@H]3[C@@H]2c2cccc3ccccc23)cc1	4%
O=C(Nc1ccc(C(F)(F)F)cc1)c1cc(=O)c2ccccc2o1	7%
O=C(CSc1nc2ccccc2n1C(F)F)c1ccc(Cl)cc1	-16%
Cc1nn(C)c2c(=O)n(CC(=O)NCc3ccccc3C(F)(F)F)ccc12	-29%
COc1ccc(C)cc1NC(=O)CCC[C@@H]1[C@H]2CCCN3CCC[C@@H](CN1Cc1cccnc1)[C@@H]23	66%[activator]
CC1CCCN(S(=O)(=O)NCc2ccnc(N3CCN(c4ccc(F)cc4)CC3)c2)C1 (stereo not given)	39%
CCC1(C)Cc2nc3sc4c(=O)n(CC(=O)NCCc5ccccc5)cnc4c3cc2CO1 (stereo not given)	-2%
O=C([C@@H]1C[C@H](F)CN1C(=O)c1cccc(F)c1)N1CCOCC1	45%[activator]
Cc1[nH]c2ccccc2c1C(c1ccccc1I)c1c(C)[nH]c2ccccc12	?
CC(C)c1ccc(-n2ccnc(NCc3ccc4c(c3)OCO4)c2=O)cc1	?
CC(C)Cc1ccc(C(C)NC(=O)c2ccc(CN3CCCC3)cc2)cc1 (stereo not given)	?

Gathered by group: the entries above containing bromine.
SMILES	12-LOX inh
O=C(CCn1ccn2nc3c(c2c1=O)CCCC3)Nc1ccccc1Br	23%
Cc1cc(C)nc(NS(=O)(=O)c2ccc(NC(=O)c3ccccc3Br)cc2)n1	-15%
Brc1ccccc1OCc1noc(-c2ccco2)n1	69%[activator]
